From PubChem BioAssay
TNAP inh hiacc: inhibitors of human TNAP at high phosphate acceptor concentration. purified TNAP, CDP-star luminescence, 1 M DEA. inhibition, % at 20 µM. 0.03% of 200,000 active. AID 1135;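 active = over 50% inhibition of tissue-nonspecific alkaline phosphatase at 20 µM in the single-dose screen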;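 note: plate controls were DMSO wells for no effect and EDTA-quenched wells as full inhibition for full effect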
Target sequence (P05186 whole entry, looked up): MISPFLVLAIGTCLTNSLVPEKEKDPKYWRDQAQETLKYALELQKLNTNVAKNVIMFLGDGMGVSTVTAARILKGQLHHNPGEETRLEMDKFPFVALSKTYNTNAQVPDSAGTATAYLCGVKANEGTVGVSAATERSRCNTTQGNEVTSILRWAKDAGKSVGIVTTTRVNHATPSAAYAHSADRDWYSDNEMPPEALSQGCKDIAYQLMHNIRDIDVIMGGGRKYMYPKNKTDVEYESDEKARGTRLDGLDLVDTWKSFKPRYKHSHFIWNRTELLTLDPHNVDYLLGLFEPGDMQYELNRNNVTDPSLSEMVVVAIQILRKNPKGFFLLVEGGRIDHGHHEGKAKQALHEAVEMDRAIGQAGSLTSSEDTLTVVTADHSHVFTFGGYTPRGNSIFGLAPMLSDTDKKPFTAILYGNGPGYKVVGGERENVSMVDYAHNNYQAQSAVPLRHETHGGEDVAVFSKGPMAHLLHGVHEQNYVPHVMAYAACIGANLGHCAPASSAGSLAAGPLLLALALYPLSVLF
RAM network inh: blocks the yeast RAM network. S. cerevisiae dse1pr::URA3 reporter, 5-FOA growth OD615, 2 d; analog-sensitive cbk1-as2 kinase mutant strain. inhibition, % at 50 µM. 1.8% of 190,000 active. AID 868;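 active = inhibition above a set limit, 3 SD over mean compound inhibition, cut at about 8.4% in these data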;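 note: 0% = DMSO-only wells with no growth and 100% = 10 µM 1-NA-PP1 full growth; inhibition rescues growth on 5-FOA so higher OD means more RAM inhibition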
TNAP act hi DEA: TNAP (human) activation, high acceptor; P05186; purified TNAP, CDP-star luminescence, 1 M DEA, 30 min; hits give high values; 0 = EDTA background, 1 = DMSO-only activity; activation factor at 20 µM; 200,000 tested, under 10 active;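 active = activation factor at least 2 at 20 µM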
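system = human TNAP | amount = enzyme diluted 1/800 final | reagent = 100 µM CDP-star substrate | signal = luminescent substrate turnover signal | dosing = one dose, 20 µM | benchmarks = EDTA negative control, DMSO positive control | measure = activation factor | timing = 30 min reaction, room temperature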
TNAP inh noacc: TNAP (human) inhibition, acceptor-free conditions; AID 1012; P05186; purified TNAP, CDP-star luminescence, 30 min; 0.26% of 200,000 active; inhibition, % at 20 µM;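 active = tissue-nonspecific alkaline phosphatase inhibition above about 50% at 20 µM in the single-dose screen, limit read from the data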;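 note: 0% = DMSO negative control and 100% = EDTA positive control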
bIAP activator: intestinal alkaline phosphatase (bovine) activation; purified bovine IAP, CDP-star luminescence, 30 min; hits give high values; fold of DMSO-control signal, blank-subtracted; activation factor at 20 µM; 0.17% of 200,000 active;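 active = activation factor of 2 or more at 20 µM, a signal rise over negative controls twice the positive control's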
FLuc act counter: firefly luciferase counter-screen for stimulation assays; activation factor at 10 µM; ATPlite luciferase biochemical, luminescence, 10 min; 0 = ATP-free wells, 1 = DMSO control; AID 1027; 200,000 tested, under 10 active;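 active = luciferase activation factor, scaled between plate controls, of at least 2 with compound at 10 µM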
Target sequence (P08659 whole entry, looked up): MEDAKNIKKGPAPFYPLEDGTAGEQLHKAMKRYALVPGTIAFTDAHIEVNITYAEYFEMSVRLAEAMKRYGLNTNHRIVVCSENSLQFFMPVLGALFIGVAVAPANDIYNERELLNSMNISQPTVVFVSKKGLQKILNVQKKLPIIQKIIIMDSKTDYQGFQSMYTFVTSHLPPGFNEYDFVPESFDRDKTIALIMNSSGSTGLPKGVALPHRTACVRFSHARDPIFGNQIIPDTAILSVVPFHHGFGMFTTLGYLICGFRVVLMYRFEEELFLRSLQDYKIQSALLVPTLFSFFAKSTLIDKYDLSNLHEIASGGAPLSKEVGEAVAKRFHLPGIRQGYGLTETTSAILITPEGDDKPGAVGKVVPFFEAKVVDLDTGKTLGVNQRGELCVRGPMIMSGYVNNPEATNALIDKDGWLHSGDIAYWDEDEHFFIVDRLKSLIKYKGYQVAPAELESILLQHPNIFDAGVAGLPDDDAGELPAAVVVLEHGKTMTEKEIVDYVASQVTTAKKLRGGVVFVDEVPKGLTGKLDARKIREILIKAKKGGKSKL
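Assay system – cell-free luciferase reagent · Medium – PBS-based ATP solution · Dosing – test compounds dosed from 2 mM stocks in 100% DMSO · Timing – 10 min, room temperature · Technique – light output (luminescence) · Measure – luminescence gain marking luciferase activators · Controls – No-ATP low control, compound-free enzyme-plus-ATP high control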
APP 5UTR inh: APP translation inhibition. 0.82% of 190,000 active. AID 1285. inhibition, % at 2 µM. SH-SY5Y APP 5'UTR-luciferase reporter, luminescence;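 active = inhibition above a set limit, derived from the sample mean plus 3 SD, cut at about 45% in these data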; note: values of inactives mirror those of a sister screen read the other way
FLuc inh counter: counter-screen for luciferase assay inhibitors: firefly luciferase inhibition; inhibition, % at 10 µM; ATPLite firefly luciferase biochemical luminescence, 10 min; 1.5% of 200,000 active; P08659; AID 1006;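 active = inhibition above about 50% when tested at 10 µM, limit read from the data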
Lmaj promast: inhibitors of Leishmania major promastigote growth. Leishmania major promastigotes, resazurin fluorescence viability. inhibition, % at 10 µM. 9% of 200,000 active. AID 1063; in the data active = inhibition above about 50%;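 note: promastigotes grown with compound for 44 hours at 28 °C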
bIAP inh: blocks bovine intestinal alkaline phosphatase activity. purified bovine IAP, CDP-star luminescence, 30 min. 190,000 tested, under 10 active. inhibition, % at 20 µM. AID 1019;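 active = over 50% inhibition of intestinal alkaline phosphatase at 20 µM in the single-dose screen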
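test system = bovine IAP enzyme | medium = DEA buffer 100 mM, pH 9.8, with MgCl2 1.0 mM, ZnCl2 0.02 mM | detection = luminescence | dosing = single compound dose of 20 µM, 2% DMSO final | incubation = 30 min reaction at room temperature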
Active calls of the source: *.

# | molecule | FLuc inh counter | RAM network inh | bIAP inh | bIAP activator | APP 5UTR inh | FLuc act counter | TNAP inh hiacc | TNAP act hi DEA | TNAP inh noacc | Lmaj promast
1 | O=C(N/N=C/C=C/c1ccccc1)c1cccs1 | 32 | 3.5 | 12 | 0.9 | -78 | 0.7 | -4 | 1 | -28 | -1
2 | COc1ccc(/C=C/C(=O)OCC(=O)Nc2cc(C(N)=O)cc(C(N)=O)c2)cc1 | 8 | 4.4 | -3 | 1 | 5 | 0.9 | -1 | 1 | -4 | 5
3 | O=C(O)C1CCCN1C(=O)c1cncc(Br)c1 (stereo not given) | -3 | 2.0 | 13 | 0.9 | 2 | 1 | -6 | 1.1 | -8 | -6
4 | CCC(=O)Nc1ccc(S(=O)(=O)Nc2cccnc2)cc1 | 5 | 0.7 | 5 | 0.9 | 13 | 0.9 | 7 | 0.9 | -1 | -6
5 | O=c1[nH]c(=S)[nH]c(O)c1N=Nc1ccc(-c2ccccc2)cc1[N+](=O)[O-] | 13 | 4.4 | 19 | 0.8 | -14 | 0.9 | 47 | 0.5 | 6 | -4
6 | Cc1ccc(S(=O)(=O)N(C)Cc2nc(-c3ccc(Br)cc3)no2)cc1 | -6 | 3.1 | 35 | 0.7 | -13 | 1.1 | -10 | 1.1 | -6 | -5
7 | CC(C)c1ccc(C2C(C#N)=C(N)Oc3c2oc(CO)cc3=O)cc1 (stereo not given) | -8 | 0.4 | -4 | 1 | -20 | 1.1 | 0 | 1 | -8 | 1
8 | S=C(NCCN1CCOCC1)Nc1ccc(Nc2ccccc2)cc1 | -7 | 0.2 | 20 | 0.8 | -11 | 1.1 | -5 | 1.1 | 1 | -1
9 | CCN(CC)S(=O)(=O)c1ccc(C(=O)C(C#N)c2ccccn2)cc1 (stereo not given) | -5 | 1.4 | 6 | 0.9 | -11 | 1 | -6 | 1.1 | -11 | -2
10 | Cc1c(NC(=O)CC(O)(C(F)(F)F)C(F)(F)F)c(=O)n(-c2ccccc2)n1C | -4 | 0.8 | 12 | 0.9 | 19 | 1 | 1 | 1 | -6 | -3
11 | COc1ccc(C(=O)C2CCCN(Cc3cccn3-c3cccnc3)C2)cc1OC (stereo not given) | 0 | 1.2 | -14 | 1.1 | -15 | 1 | -6 | 1.1 | -6 | 8
12 | Cc1ccc(C2c3c(oc4ccccc4c3=O)C(=O)N2c2nnc(C(C)C)s2)o1 (stereo not given) | -2 | 2.4 | 0 | 1 | -7 | 1 | -3 | 1 | -9 | 0
13 | O=C(/C=C/c1ccccc1[N+](=O)[O-])NC1CCCC1 | -2 | 3.8 | -2 | 1 | -9 | 1 | -3 | 1 | -15 | -2
14 | CC(=O)Nc1ccc(Sc2ncccc2C(=O)Nc2ccc(OC(F)(F)F)cc2)cn1 | -2 | 5.2 | 6 | 0.9 | 12 | 1 | -4 | 1 | 19 | -4
15 | COc1ccc(C(=O)c2coc3ccc(O)c(CN(C)C)c23)cc1 | -10 | 2.6 | 16 | 0.8 | -7 | 1.1 | -6 | 1.1 | -12 | -3
16 | N#CC1(C#N)CC(C=O)=C(N)C1(C#N)CC(=O)c1ccc(F)cc1 (stereo not given) | -2 | 1.0 | 3 | 1 | -3 | 1 | -4 | 1 | -19 | -5
17 | Cc1ccsc1/C=N/NC(=O)C(=O)NCC(C)C | 9 | 0.4 | -6 | 1.1 | -30 | 0.9 | -3 | 1 | -7 | -6
18 | CSc1ccccc1NC(=O)COc1ccc(Cl)cc1Cl | -3 | 4.3 | 29 | 0.7 | -19 | 1 | 1 | 1 | -11 | 2
19 | Brc1ccc(COn2ccnc2)cc1 | -6 | 1.6 | 11 | 0.9 | -12 | 1.1 | -10 | 1.1 | -10 | 4
20 | CCn1c(CNc2nc3ccccc3n2C(C)C)nc2ccccc21 | -9 | 1.1 | -210 | 3.1* | -9 | 1.1 | -3 | 1 | -44 | 100*
21 | COc1ccc(CN(C(=O)Cc2c[nH]c3ccccc23)C(C(=O)NC2CCCCC2)c2ccc(C)o2)cc1 (stereo not given) | -4 | 4.7 | -7 | 1.1 | -11 | 1 | -2 | 1 | -10 | 69*
22 | N/C(=N\OC(=O)c1ccc(Cl)c(Cl)c1)c1ccccn1 | 46 | 0.7 | 6 | 0.9 | -140 | 0.5 | -5 | 1 | -10 | -4
23 | CCC(C)NC(=O)CCS(=O)(=O)c1ccc2c(c1)n(C)c(=O)c(=O)n2C (stereo not given) | -4 | 2.2 | 3 | 1 | -6 | 1 | 4 | 1 | -12 | -8
24 | COC(=O)c1ccc(Cn2cnc3c(cnn3-c3ccc(C)c(C)c3)c2=O)o1 | -8 | 0.1 | 6 | 0.9 | 7 | 1.1 | -2 | 1 | -2 | -2
25 | O=C(COC(=O)COc1ccc(Br)cc1)NCCC1=CCCCC1 | 1 | 4.4 | -8 | 1.1 | -2 | 1 | 1 | 1 | -7 | -6

Only APP 5UTR inh, bIAP inh and FLuc act counter (2 entries from above):
cpd	SMILES	APP 5UTR inh	bIAP inh	FLuc act counter
4	CCC(=O)Nc1ccc(S(=O)(=O)Nc2cccnc2)cc1	13	5	0.9
5	O=c1[nH]c(=S)[nH]c(O)c1N=Nc1ccc(-c2ccccc2)cc1[N+](=O)[O-]	-14	19	0.9

Carrying on.
# | molecule | FLuc inh counter | RAM network inh | bIAP inh | bIAP activator | APP 5UTR inh | FLuc act counter | TNAP inh hiacc | TNAP act hi DEA | TNAP inh noacc | Lmaj promast
26 | CCOC(=O)c1nnn(CC(=O)NC(=O)Nc2ccccc2)c1C(=O)OCC | -7 | -0.1 | -12 | 1.1 | -7 | 1.1 | -3 | 1 | 1 | -6
27 | C/C(=N\NC(=O)c1ccccc1O)c1ccc(Br)s1 | 79* | 3.8 | 6 | 0.9 | -24 | 0.2 | -5 | 1 | -12 | 20
28 | Cc1cccc(NC(=O)CCN2CCOCC2)c1 | -5 | 0.5 | 1 | 1 | -18 | 1.1 | -5 | 1.1 | -13 | 12
29 | CCn1nnnc1NCc1cccn1C | -4 | 0.2 | 12 | 0.9 | -3 | 1 | 0 | 1 | -10 | -5
30 | N#Cc1ccc(NC(=O)COC(=O)CSc2nnc(-c3ccc(Cl)cc3)o2)cc1 | 12 | 2.0 | -5 | 1 | -7 | 0.9 | 3 | 1 | -10 | -1
31 | COc1ccc(CNC(=O)CN2C(=O)NC3(CCCCCC3)C2=O)cc1OC | -6 | 0.7 | -16 | 1.2 | -17 | 1.1 | -3 | 1 | -6 | -5
32 | CCOc1ccc(Br)cc1S(=O)(=O)Nc1ccc(C(=O)Nc2ccccc2OC)cc1 | -4 | 2.8 | 14 | 0.9 | 8 | 1 | 4 | 1 | -6 | -6
33 | Cc1ccc(Cn2cccc2/C=C2/C(=N)N3C=CSC3=NC2=O)cc1 | -6 | 2.1 | 12 | 0.9 | 8 | 1.1 | 5 | 1 | -7 | 19
34 | COn1c(SCc2ccccc2)nc2ccccc2c1=O | 0 | 12* | 6 | 0.9 | 5 | 1 | -3 | 1 | -8 | 0
35 | CSCCC(NS(=O)(=O)c1ccc(Cl)cc1)C(=O)OCC(=O)N1CCCc2ccccc21 (stereo not given) | -5 | 8.2 | 1 | 1 | 9 | 1 | 7 | 0.9 | -9 | 15
36 | COc1ccc(N(CC(=O)Nc2cc(C)ccc2OC)S(=O)(=O)c2c(C)noc2C)cc1 | -1 | 1.9 | 0 | 1 | -15 | 1 | 2 | 1 | -4 | 26
37 | CC(=O)Nc1ccc(/C=N/NC(=O)CNS(=O)(=O)c2ccccc2)cc1 | -8 | 0.3 | -16 | 1.2 | -5 | 1.1 | -5 | 1 | -16 | -6
38 | Cc1ccc(P(=O)(O)c2ccc(C)cc2)cc1 | -4 | 0.3 | 1 | 1 | -6 | 1 | -4 | 1 | -14 | -5
39 | CC(=O)c1ccccc1NS(=O)(=O)c1ccccc1Cl | -6 | 3.5 | 5 | 1 | -11 | 1.1 | -2 | 1 | -7 | -4
40 | CCc1cc2c(N3CCCCC3)ncnc2s1 | -3 | 1.2 | 14 | 0.9 | -5 | 1 | -7 | 1.1 | -14 | 29
41 | Cc1noc(C)c1CSc1ncnc2ccccc12 | -2 | -0.1 | 7 | 0.9 | -20 | 1 | -8 | 1.1 | -13 | 25
42 | CCn1c2ccccc2c2nc3cc(C(=O)O)ccc3nc21 | -2 | 1.0 | -12 | 1.1 | 6 | 1 | -2 | 1 | -7 | 6
43 | CC(NC(=O)CSc1nc2c(c(C(F)(F)F)n1)CCc1ccccc1-2)c1ccccc1 (stereo not given) | -9 | 4.6 | 5 | 0.9 | -1 | 1.1 | -2 | 1 | -2 | 36
44 | COc1ccc(-c2csc(NC(=O)c3ccccc3NS(=O)(=O)c3ccc(C)cc3)n2)cc1 | -4 | -1.0 | 7 | 0.9 | -5 | 1 | -2 | 1 | -6 | 5
45 | COc1cccc(C(=O)Nc2nnc(C3CCCO3)s2)c1 (stereo not given) | 16 | 0.1 | 1 | 1 | -52 | 0.8 | -9 | 1.1 | -12 | -4
46 | CCc1nc2ccccc2n1CCc1ccccc1 | -6 | 1.7 | 6 | 0.9 | -10 | 1.1 | -3 | 1 | -11 | 25
47 | CCCOC(=O)c1cc(-c2ccc(C=O)o2)ccc1Cl | -8 | 1.1 | 4 | 1 | 2 | 1.1 | 3 | 1 | -3 | 64*
48 | CCc1ccc(CN(C)CCc2ccccn2)cc1 | 0 | 0.5 | 8 | 0.9 | 2 | 1 | -5 | 1.1 | -14 | 4
49 | O=C1OC(c2ccccc2)=C/C1=C/N1CCOCC1 | 6 | -0.2 | 6 | 0.9 | 4 | 0.9 | 0 | 1 | -10 | 13
50 | O=C(CNC(=O)c1ccccc1Br)N/N=C/c1cc(Br)ccc1O | -5 | 1.6 | -3 | 1 | 32 | 1.1 | 2 | 1 | 7 | 58*
51 | CC1SC(C)C(=O)N(CC(=O)Nc2ccc3c(c2)OCO3)C1=O (stereo not given) | -2 | 2.4 | -4 | 1 | -17 | 1 | -2 | 1 | -3 | 39

Entries shown so far with a COOH group, in the order listed:
# | molecule | FLuc inh counter | RAM network inh | bIAP inh | bIAP activator | APP 5UTR inh | FLuc act counter | TNAP inh hiacc | TNAP act hi DEA | TNAP inh noacc | Lmaj promast
3 | O=C(O)C1CCCN1C(=O)c1cncc(Br)c1 (stereo not given) | -3 | 2.0 | 13 | 0.9 | 2 | 1 | -6 | 1.1 | -8 | -6
42 | CCn1c2ccccc2c2nc3cc(C(=O)O)ccc3nc21 | -2 | 1.0 | -12 | 1.1 | 6 | 1 | -2 | 1 | -7 | 6

4 compounds already listed, ordered by the value under APP 5UTR inh, largest number first:
No. | Compound | APP 5UTR inh
35 | CSCCC(NS(=O)(=O)c1ccc(Cl)cc1)C(=O)OCC(=O)N1CCCc2ccccc21 (stereo not given) | 9
32 | CCOc1ccc(Br)cc1S(=O)(=O)Nc1ccc(C(=O)Nc2ccccc2OC)cc1 | 8
44 | COc1ccc(-c2csc(NC(=O)c3ccccc3NS(=O)(=O)c3ccc(C)cc3)n2)cc1 | -5
41 | Cc1noc(C)c1CSc1ncnc2ccccc12 | -20
